NSD2 block – inhibitors of human NSD2, primary screen, biochemical, plate reader, single point; NSD2-SET H3K36me1 DELFIA fluorescence; hit rate 0.07% among 44,000; inhibition, % at 12.5 µM; AID 624260, 2012; in the data active = inhibition above about 54%, passing the limit was not always enough;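 note: inhibitors reduce the monomethyl H3K36 fluorescence signal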
Target sequence (O96028 whole entry, looked up): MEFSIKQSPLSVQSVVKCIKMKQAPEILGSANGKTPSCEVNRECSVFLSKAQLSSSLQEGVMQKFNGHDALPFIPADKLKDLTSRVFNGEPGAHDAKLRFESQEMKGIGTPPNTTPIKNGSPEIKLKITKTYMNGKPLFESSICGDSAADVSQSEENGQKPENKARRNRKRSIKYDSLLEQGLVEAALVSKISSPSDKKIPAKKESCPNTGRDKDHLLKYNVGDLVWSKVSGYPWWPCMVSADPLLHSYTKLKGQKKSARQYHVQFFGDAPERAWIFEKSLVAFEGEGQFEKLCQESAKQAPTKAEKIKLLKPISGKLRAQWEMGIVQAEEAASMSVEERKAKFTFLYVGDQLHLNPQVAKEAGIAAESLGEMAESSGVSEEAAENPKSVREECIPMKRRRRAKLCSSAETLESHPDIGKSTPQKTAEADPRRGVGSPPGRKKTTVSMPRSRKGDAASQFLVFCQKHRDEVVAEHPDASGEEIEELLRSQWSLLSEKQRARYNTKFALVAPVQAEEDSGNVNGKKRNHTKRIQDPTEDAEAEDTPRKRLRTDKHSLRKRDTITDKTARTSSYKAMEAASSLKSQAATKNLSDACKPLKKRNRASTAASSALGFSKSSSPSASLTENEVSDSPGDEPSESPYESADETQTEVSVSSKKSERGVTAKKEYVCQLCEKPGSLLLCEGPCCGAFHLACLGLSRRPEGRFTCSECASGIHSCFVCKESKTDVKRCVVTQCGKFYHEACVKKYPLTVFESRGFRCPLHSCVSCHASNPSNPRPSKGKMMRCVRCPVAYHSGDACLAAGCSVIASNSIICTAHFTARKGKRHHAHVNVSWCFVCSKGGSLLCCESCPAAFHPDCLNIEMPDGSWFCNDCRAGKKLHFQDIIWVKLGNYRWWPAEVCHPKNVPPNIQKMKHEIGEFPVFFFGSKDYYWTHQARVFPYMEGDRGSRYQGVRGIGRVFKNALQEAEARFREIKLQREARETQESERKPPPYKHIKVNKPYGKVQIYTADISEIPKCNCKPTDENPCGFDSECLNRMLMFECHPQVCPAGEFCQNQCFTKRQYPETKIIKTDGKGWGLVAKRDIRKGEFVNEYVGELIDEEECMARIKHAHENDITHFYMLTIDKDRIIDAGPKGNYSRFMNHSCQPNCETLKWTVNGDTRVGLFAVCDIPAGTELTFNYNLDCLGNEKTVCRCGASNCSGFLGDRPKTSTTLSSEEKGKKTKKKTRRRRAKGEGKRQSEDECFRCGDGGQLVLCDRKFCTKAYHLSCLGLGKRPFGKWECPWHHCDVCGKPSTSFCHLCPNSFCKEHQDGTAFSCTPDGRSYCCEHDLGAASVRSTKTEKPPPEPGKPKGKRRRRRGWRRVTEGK
* marks the source's active call; other numbers are inactive results. An excerpt; rates above refer to the full screens.

NSD2 block | mol
6 | COc1ccc(S(=O)(=O)N2CCN(c3ccccn3)CC2)cc1N(C)S(=O)(=O)c1ccccc1
-6 | Cc1ccc(S(=O)(=O)Nc2ccc3c(c2)C(=O)N([C@H](C)CO)C[C@@H](C)[C@@H](CN(C)Cc2ccc(C(=O)Nc4ccccc4N)cc2)O3)cc1
-1 | CC(C)NC(=O)N(C)C[C@@H]1Oc2ccc(NC(=O)Cc3cn(C)c4ccccc34)cc2CC(=O)N([C@H](C)CO)C[C@H]1C
-5 | COc1ccc(NC(=O)Nc2ccc3c(c2)C(=O)N([C@@H](C)CO)C[C@@H](C)[C@@H](CN(C)Cc2ccc(C(F)(F)F)cc2)O3)cc1
4 | COc1ccc(NC(=O)N(C)C[C@@H]2Oc3ccc(NS(=O)(=O)c4ccc(OC)cc4)cc3C(=O)N([C@@H](C)CO)C[C@@H]2C)cc1
1 | C/C=C/c1ccc2c(c1)O[C@@H](CN(C)S(C)(=O)=O)[C@@H](C)CN([C@@H](C)CO)S2(=O)=O
0 | CNC[C@H]1Oc2cc(C#Cc3ccccn3)ccc2S(=O)(=O)N([C@@H](C)CO)C[C@@H]1C
2 | CCC(=O)N(C)C[C@@H]1Oc2ncc(C#CC(C)C)cc2C(=O)N([C@@H](C)CO)C[C@H]1C
21 | O=C(c1ccc(Nc2nccc(-c3cc4ccccc4s3)n2)cc1)N1CCC(N2CCCC2)CC1
1 | C[C@@H]1CN([C@H](C)CO)S(=O)(=O)c2ccc(-c3cccc(F)c3)cc2O[C@@H]1CN(C)C
2 | CNC[C@@H]1OCCCC[C@H](C)Oc2ccc(N(C)C)cc2C(=O)N([C@@H](C)CO)C[C@H]1C
-6 | COc1ccc(S(=O)(=O)N(C)C[C@H]2Oc3ccc(NC(=O)CCCCCC(=O)Nc4ccccc4N)cc3C(=O)N([C@H](C)CO)C[C@H]2C)cc1
-5 | C[C@@H]1CN([C@@H](C)CO)S(=O)(=O)c2ccc(C#CC3CC3)cc2O[C@H]1CN(C)Cc1ccc(F)cc1
-1 | C[C@H](CO)N1C[C@H](C)[C@@H](CN(C)Cc2ccc(C(=O)Nc3ccccc3N)cc2)Oc2ccc(NS(=O)(=O)c3ccccc3)cc2C1=O
0 | CCC(=O)N(C)C[C@H]1Oc2cc(-c3ccccc3)ccc2S(=O)(=O)N([C@@H](C)CO)C[C@@H]1C
-6 | C[C@@H]1CN([C@H](C)CO)S(=O)(=O)c2ccc(C3=CCCCC3)cc2O[C@@H]1CN(C)Cc1cncnc1
12 | C[C@@H]1CN([C@H](C)CO)C(=O)c2cc(NC(=O)CCCN(C)C)ccc2O[C@@H]1CN(C)Cc1ccccc1
-1 | CC(C)CC#Cc1cnc2c(c1)C(=O)N([C@@H](C)CO)C[C@@H](C)[C@H](CN(C)C(=O)Cc1cccnc1)O2
10 | COc1c(O)cc2c(c1O)C(=O)CC(c1ccccc1)O2 (centres undefined)
0 | C[C@@H]1CCCCO[C@H](CN(C)Cc2ccccc2)[C@@H](C)CN([C@H](C)CO)C(=O)c2cc(NS(=O)(=O)c3ccc(Cl)cc3)ccc2O1
-4 | C[C@@H]1CN([C@@H](C)CO)C(=O)CCCn2cc(nn2)CO[C@H]1CN(C)Cc1ccc(Oc2ccccc2)cc1
-4 | COc1cccc(S(=O)(=O)N(C)C[C@H]2Oc3ncc(C#CCC(C)C)cc3C(=O)N([C@@H](C)CO)C[C@@H]2C)c1
3 | COC(=O)c1cc2c(N)c(C(=O)OC)sc2nc1C(OC)OC
-6 | C[C@@H]1CCCCO[C@@H](CN(C)Cc2ccccc2)[C@@H](C)CN([C@@H](C)CO)C(=O)c2cc(NC(=O)c3ccncc3)ccc2O1
5 | COc1ccccc1NC(=O)N(C)C[C@@H]1Oc2ncc(Br)cc2C(=O)N([C@@H](C)CO)C[C@@H]1C
3 | C[C@@H]1CN([C@H](C)CO)S(=O)(=O)c2ccc(-c3ccccc3F)cc2O[C@@H]1CN(C)C
-2 | Nc1nc(Cl)nc2c1ncn2C1OC(CO)C(O)C1F (centres undefined)
0 | COc1cc2c(cc1OC)CN(C(=O)c1sc(-c3cnccn3)nc1C)CC2
-5 | N#Cc1ccc2c(c1)N(CCCN1CCC(O)CC1)c1ccccc1S2
-1 | C[C@H](CO)N1C[C@H](C)[C@@H](CN(C)Cc2ccc(Cl)c(Cl)c2)Oc2c(NC(=O)C3CCCCC3)cccc2C1=O

Next section:
NSD2 block | mol
5 | CC(C)NC(=O)Nc1ccc2c(c1)C(=O)N([C@@H](C)CO)C[C@H](C)[C@@H](CN(C)C(=O)C1CCCCC1)OCCCC[C@@H](C)O2
-4 | Cc1noc(C)c1NC(=O)Nc1cccc2c1O[C@@H](CN(C)S(=O)(=O)c1cn(C)cn1)[C@H](C)CN([C@H](C)CO)C2=O
-14 | COC(=O)C[C@H]1C[C@H]2c3cc(NS(=O)(=O)c4cccc(OC)c4)ccc3O[C@H]2[C@H](CO)O1
1 | C[C@H]1CCCCO[C@H](CN(C)Cc2ccc(C(=O)O)cc2)[C@@H](C)CN([C@@H](C)CO)C(=O)c2cc(NC(=O)c3ccccc3)ccc2O1
1 | C[C@@H]1CCCCO[C@@H](CN(C)C(=O)NC2CCCCC2)[C@H](C)CN([C@H](C)CO)C(=O)c2cc(NC(=O)c3ccccc3)ccc2O1
-3 | C[C@@H]1CCCCO[C@@H](CN(C)Cc2ccc3c(c2)OCO3)[C@@H](C)CN([C@H](C)CO)C(=O)c2cc(NC(=O)C3CCCCC3)ccc2O1
-4 | C[C@H](CO)N1C[C@H](C)[C@H](CN(C)C(=O)Nc2ccc(C(F)(F)F)cc2)Oc2c(NC(=O)Nc3ccccc3)cccc2C1=O
1 | C[C@H](CO)N1C[C@H](C)[C@H](CN(C)C(=O)c2ccncc2)Oc2cc(C#CC3CC3)ccc2S1(=O)=O
-2 | C/C=C/c1ccc2c(c1)O[C@@H](CN(C)C(=O)c1cnccn1)[C@H](C)CN([C@H](C)CO)S2(=O)=O
7 | C[C@H](CO)N1C[C@H](C)[C@H](CN(C)S(=O)(=O)c2ccc(F)cc2)Oc2ccc(NC(=O)C3CCCCC3)cc2CC1=O
5 | C[C@H](CO)N1C[C@H](C)[C@@H](CN(C)Cc2ccncc2)Oc2ccc(NS(=O)(=O)c3cn(C)cn3)cc2C1=O
1 | Cc1noc(C)c1NC(=O)Nc1ccc2c(c1)C(=O)N([C@H](C)CO)C[C@@H](C)[C@H](CN(C)Cc1ccc(C(=O)Nc3ccccc3N)cc1)O2
-2 | C[C@@H]1CN([C@@H](C)CO)S(=O)(=O)c2ccc(C#CC3(O)CCCC3)cc2O[C@H]1CN(C)C(=O)Cc1ccccc1
1 | C[C@H](CO)N1C[C@H](C)[C@H](CN(C)Cc2ccc(C(=O)O)cc2)Oc2ccc(NC(=O)c3ccncc3)cc2CC1=O
-1 | COC(=O)N(C)C[C@@H]1OCc2cnnn2CCCC(=O)N([C@@H](C)CO)C[C@H]1C
-7 | C[C@@H]1CN([C@H](C)CO)C(=O)c2cc(NC(=O)c3ccccc3)ccc2O[C@@H](C)CCCCO[C@@H]1CN(C)Cc1ccc(Cl)c(Cl)c1
9 | Cc1ccc(F)cc1S(=O)(=O)N1CCN(Cc2cccc(OCCO)c2)CC1
6 | COc1ccc(C#Cc2ccc3c(c2)O[C@H](CN(C)C(=O)CN2CCOCC2)[C@@H](C)CN([C@@H](C)CO)S3(=O)=O)cc1
6 | CC(C)NC(=O)N(C)C[C@H]1Oc2ccc(NC(=O)CCN3CCOCC3)cc2CC(=O)N([C@@H](C)CO)C[C@H]1C
2 | C/C=C/c1ccc2c(c1)O[C@H](CN(C)Cc1ccncc1)[C@@H](C)CN([C@@H](C)CO)S2(=O)=O
1 | C[C@H]1CN([C@@H](C)CO)S(=O)(=O)c2ccc(C#Cc3cccc(F)c3)cc2O[C@@H]1CN(C)S(=O)(=O)c1cn(C)cn1
2 | CNC[C@H]1Oc2cc(C#CC(C)C)ccc2S(=O)(=O)N([C@H](C)CO)C[C@@H]1C
3 | C/C=C/c1ccc2c(c1)O[C@H](CN(C)Cc1cncnc1)[C@@H](C)CN([C@@H](C)CO)S2(=O)=O
0 | NS(=O)(=O)c1ccc(N=C2NC(=O)C(CC(=O)Nc3ccccc3)S2)cc1 (centres undefined)
-3 | CC(=O)N(C)C[C@H]1Oc2ncc(C#CCC3CCCC3)cc2C(=O)N([C@@H](C)CO)C[C@H]1C
6 | Cc1noc(C)c1NC(=O)Nc1ccc2c(c1)CC(=O)N([C@@H](C)CO)C[C@H](C)[C@@H](CN(C)C)O2
4 | C[C@@H]1CN([C@H](C)CO)C(=O)Cc2cc(NC(=O)C3CCCCC3)ccc2O[C@H]1CN(C)C(=O)NC1CCCCC1
9 | C[C@@H]1CN([C@@H](C)CO)C(=O)CCCn2nncc2CO[C@H]1CN(C)C(=O)Nc1ccc(F)cc1
-20 | CNC[C@H]1Oc2cc(Br)ccc2S(=O)(=O)N([C@H](C)CO)C[C@H]1C
2 | CNC[C@@H]1Oc2ccc(NC(=O)Nc3c(C)noc3C)cc2CC(=O)N([C@@H](C)CO)C[C@@H]1C

Rewritten in markdown: entries from further up.
| Compound | NSD2 block |
| --- | --- |
| COC(=O)N(C)C[C@@H]1OCc2cnnn2CCCC(=O)N([C@@H](C)CO)C[C@H]1C | -1 |
| C/C=C/c1ccc2c(c1)O[C@@H](CN(C)C(=O)c1cnccn1)[C@H](C)CN([C@H](C)CO)S2(=O)=O | -2 |
| Cc1noc(C)c1NC(=O)Nc1ccc2c(c1)CC(=O)N([C@@H](C)CO)C[C@H](C)[C@@H](CN(C)C)O2 | 6 |

(more compounds)
NSD2 block | mol
3 | C[C@H](CO)N1C[C@H](C)[C@@H](CN(C)C(=O)c2ccc3c(c2)OCO3)Oc2cc(-c3cncnc3)ccc2S1(=O)=O
3 | COc1ccc(C#Cc2cnc3c(c2)C(=O)N([C@H](C)CO)C[C@@H](C)[C@@H](CN(C)CC2CCCC2)O3)cc1
-7 | C[C@@H]1CN([C@@H](C)CO)C(=O)c2cc(C#CCN(C)C)cnc2O[C@@H]1CN(C)C(=O)c1cccnc1
6 | C[C@@H]1CN([C@H](C)CO)S(=O)(=O)c2ccc(-c3ccc(F)cc3)cc2O[C@H]1CN(C)C(=O)C1CCC1
4 | C[C@@H]1CN([C@H](C)CO)C(=O)c2cc(NC(=O)CCC(F)(F)F)ccc2O[C@@H](C)CCCCO[C@@H]1CN(C)Cc1ccccc1
0 | Cc1noc(C)c1NC(=O)N(C)C[C@@H]1OCCCC[C@@H](C)Oc2ccc(NS(=O)(=O)c3ccc(F)cc3)cc2C(=O)N([C@@H](C)CO)C[C@H]1C
10 | C[C@H]1CN([C@@H](C)CO)C(=O)Cc2cc(NC(=O)CCN3CCOCC3)ccc2O[C@@H]1CN(C)S(C)(=O)=O
0 | C[C@@H]1O[C@@H](O[C@H]2[C@H](OC(=O)[C@]34CCC(C)(C)C[C@H]3C3=CCC5[C@@]6(C)C[C@H](O)[C@H](O[C@@H]7O[C@H](CO)[C@@H](O)[C@H](O)[C@H]7O)[C@@](C)(CO)C6[C@H](O)C[C@@]5(C)[C@]3(C)CC4)OC[C@H](O)[C@@H]2O)[C@H](O)[C@H](O)[C@H]1O[C@@H]1OC[C@@H](O)[C@H](O[C@@H]2OC[C@](O)(CO)[C@H]2O)[C@H]1O (some centres undefined)
7 | C[C@@H]1CN([C@@H](C)CO)C(=O)Cc2cc(NC(=O)C3CCCCC3)ccc2O[C@H]1CN(C)Cc1ccc2c(c1)OCO2
-6 | O=C(C[C@@H]1C[C@@H]2c3cc(NC(=O)Nc4ccc(C(F)(F)F)cc4)ccc3O[C@@H]2[C@@H](CO)O1)NCc1cccnc1
2 | C[C@H]1CN([C@@H](C)CO)C(=O)Cc2cc(NC(=O)C3CCCCC3)ccc2O[C@@H]1CN(C)CC1CC1
0 | C/C=C(\C)C(=O)OC1CCC(=O)OC1/C=C/C(O)C(C)O (centres undefined)
3 | C[C@H](CO)N1C[C@H](C)[C@H](CN(C)S(=O)(=O)c2ccc(F)cc2)Oc2ccc(NS(=O)(=O)c3ccccc3)cc2C1=O
2 | Cc1ccc(S(=O)(=O)Nc2ccc3c(c2)C(=O)N([C@@H](C)CO)C[C@H](C)[C@H](CN(C)S(C)(=O)=O)O3)cc1
7 | C[C@@H]1CN([C@H](C)CO)S(=O)(=O)c2ccc(-c3ccccc3)cc2O[C@H]1CN(C)C(=O)Cc1ccccc1
-2 | CNC[C@H]1Oc2ncc(-c3ccccc3F)cc2C(=O)N([C@H](C)CO)C[C@H]1C
1 | C[C@@H]1CN([C@H](C)CO)C(=O)Cc2cc(NC(=O)NC3CCCCC3)ccc2O[C@@H]1CN(C)S(C)(=O)=O
3 | O=C(O)C[C@@H]1C[C@H]2c3cc(NC(=O)Nc4ccccc4F)ccc3O[C@H]2[C@H](CO)O1
3 | C=CC[C@]1(C(=O)OC)COC(c2ccc(OCCCO)cc2)=N1
11 | C[C@H]1CN([C@@H](C)CO)C(=O)Cc2cc(NC(=O)Nc3ccc(C(F)(F)F)cc3)ccc2O[C@@H]1CN(C)Cc1ccc2c(c1)OCO2
-1 | COCC#Cc1ccc2c(c1)O[C@@H](CN(C)C)[C@@H](C)CN([C@H](C)CO)S2(=O)=O
2 | C[C@@H]1CN([C@@H](C)CO)C(=O)c2cc(NC(=O)CCCN(C)C)ccc2O[C@@H](C)CCCCO[C@@H]1CN(C)S(=O)(=O)c1ccccc1
4 | Cc1ccc(S(=O)(=O)N(C)C[C@@H]2Oc3ccc(NS(=O)(=O)c4ccc(Cl)cc4)cc3CC(=O)N([C@@H](C)CO)C[C@@H]2C)cc1
-2 | O=C(C[C@H]1C[C@@H]2c3cc(NC(=O)Cc4ccncc4)ccc3O[C@@H]2[C@@H](CO)O1)NCCN1CCCCC1

A second format for some results above.
canonical_smiles,NSD2 block
O=C(O)C[C@@H]1C[C@H]2c3cc(NC(=O)Nc4ccccc4F)ccc3O[C@H]2[C@H](CO)O1,3
C=CC[C@]1(C(=O)OC)COC(c2ccc(OCCCO)cc2)=N1,3
C[C@H]1CN([C@@H](C)CO)C(=O)Cc2cc(NC(=O)Nc3ccc(C(F)(F)F)cc3)ccc2O[C@@H]1CN(C)Cc1ccc2c(c1)OCO2,11
COCC#Cc1ccc2c(c1)O[C@@H](CN(C)C)[C@@H](C)CN([C@H](C)CO)S2(=O)=O,-1

Source: PubChem BioAssay
